# aSyn rescue: rescues yeast growth from alpha-synuclein toxicity | AID 652106 | Potency, µM (top dose mostly 46.1 µM), inactives show at the top dose growth rescue (activation), actives largely listed as activators | Yeast expressing alpha-synuclein, growth rescue, BacTiter-Glo, 24 h | 370,000 tested, 0.14% active; note: potency is the fitted concentration of half-maximal effect; % of control where 0% means no effect; nearly all actives have a fitted effect of over 65% in size
#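 Screening used galactose-induced yeast with toxic alpha-synuclein levels, exposed to compound for 24 hr at 30 deg C. Cell growth, read with BacTiter-Glo luminescence, gave the measured signal.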
# TDP43 rescue: rescues yeast growth from TDP-43 toxicity. TDP-43 expressing yeast growth rescue, BacTiter-Glo, 24 h. Potency, µM (titrated, usually from 46.1 µM), for the others: at the highest dose growth rescue (activation), hits mostly activators. 410,000 tested, 1.8% active. AID 652104; note: potency is the fitted concentration of half-maximal effect; % of control where 0% means no effect; nearly all actives have a fitted effect of over 50% in size
#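 Yeast expressing TDP-43 (pregrown in raffinose, seeded at OD600=0.02 in galactose medium) exposed to compounds 24 hr at 30 deg C. Growth read by BacTiter-Glo luminescence; rescue of toxicity appears as increased signal.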
# GLP1R ag: activates the human GLP-1 receptor; Potency, µM (doses to about 45.6 µM), without a hit: at the top dose activation, most hits filed as activators; P43220; 380,000 tested, 0.007% active; HEK293 GLP-1R CRE-luciferase, luminescence, 4-6 h; cells express a hypersensitive GLP-1R form; note: potency is the fitted concentration of half-maximal effect; % of control where 0% means no effect
# Target sequence (P43220 whole entry, looked up): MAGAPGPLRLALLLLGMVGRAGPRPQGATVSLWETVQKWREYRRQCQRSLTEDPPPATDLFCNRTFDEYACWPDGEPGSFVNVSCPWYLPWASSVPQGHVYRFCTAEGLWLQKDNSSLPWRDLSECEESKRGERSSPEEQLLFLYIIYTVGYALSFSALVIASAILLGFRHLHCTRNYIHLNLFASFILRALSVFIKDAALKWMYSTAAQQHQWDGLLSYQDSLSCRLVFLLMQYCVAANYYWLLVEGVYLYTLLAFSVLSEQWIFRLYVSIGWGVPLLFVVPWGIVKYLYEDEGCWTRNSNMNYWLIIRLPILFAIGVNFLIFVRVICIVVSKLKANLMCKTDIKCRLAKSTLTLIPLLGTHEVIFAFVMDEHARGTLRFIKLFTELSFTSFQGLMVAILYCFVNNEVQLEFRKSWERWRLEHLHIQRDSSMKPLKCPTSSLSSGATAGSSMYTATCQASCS
# DRD3 agonist: agonists of human D3 dopamine receptor | D3R DiscoveRx beta-arrestin cells, luminescence, 90 min | max activation, % | 410,000 tested, 0.58% active; in the data active = max activation above about 30%; note: 0% is about no effect; mostly tested at two doses, the higher about 12 µM
# Target sequence (P35462 whole entry, looked up): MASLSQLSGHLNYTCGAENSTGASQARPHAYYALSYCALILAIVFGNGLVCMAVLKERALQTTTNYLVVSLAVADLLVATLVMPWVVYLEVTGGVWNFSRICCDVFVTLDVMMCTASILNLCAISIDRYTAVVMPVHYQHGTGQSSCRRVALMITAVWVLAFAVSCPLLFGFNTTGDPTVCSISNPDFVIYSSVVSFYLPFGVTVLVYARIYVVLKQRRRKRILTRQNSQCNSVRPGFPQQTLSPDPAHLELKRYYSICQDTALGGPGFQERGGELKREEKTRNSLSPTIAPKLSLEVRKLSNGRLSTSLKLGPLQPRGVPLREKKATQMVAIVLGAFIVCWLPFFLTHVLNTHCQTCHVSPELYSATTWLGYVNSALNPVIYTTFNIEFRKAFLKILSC
#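 Agonist mode: compounds and dopamine controls were applied to plated cells for 90 min at 37 degrees C after an overnight attachment at 1500 cells/well. Luminescent read-out followed 30 - 60 minutes at room temperature with DiscoveRx detection reagent.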
# GLP1R cytotox: cytotoxicity in counter-screen for GLP-1R inverse agonists. AID 624418. HEK293 cAMP-luciferase reporter cells, luminescence, 24 h. Potency, µM (highest dose often 38.3 µM), for the others: at the top dose activity change, negative = inhibition, actives largely listed as inhibitors. 410,000 tested, 0.13% active;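 note: loss of luciferase light is scored as toxicity; potency is the fitted concentration of half-maximal effect; % is set by controls: 0 for no effect and ±100 for the full control effect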
#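 Cells in DMEM/10% Nu serum/1% pen-strep, 1536-well format. Pre-incubated 12 h, dosed with 23 nL compound, incubated a further 24 h. Luciferase detection, 12 min at room temp, luminescence.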
# PTHR1 ag: agonists of human PTHR1 parathyroid hormone receptor | Q03431 | HEK293 GP2 PTHR1 cells, GloSensor cAMP luminescence, 1 h | Potency, µM (series often up to 115 µM), for the others: at the highest dose activation, actives largely listed as activators | 410,000 tested, 0.075% active | AID 743266; note: potency is the fitted concentration of half-maximal effect; nearly all actives have a fitted effect of over 55% in size; some results filed as inactive show a strong effect at the top dose; inactives centre near -15; many of its hits are not listed in these tables
#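 HEK-293-derived GP2 cells expressing PTHR1 and a GloSensor cAMP reporter, 3,000/well, plated overnight, given luciferin plus IBMX (each 0.5 mM as added) for 1 h at 37 °C, then compound for 1 h at 37 °C. Luminescence was read after 15 min at room temperature.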
# KB-V1 cytotox: kills drug-selected multidrug resistant KB-V1 cells; 400,000 tested, 3.4% active; Potency, µM (series often up to 46.1 µM), without a hit: at the highest dose activity change, negative = cytotoxicity, usual class: cytotoxic; AID 1347076; KB-V1 MDR cells viability, CellTiter-Glo, 72 h; note: potency is the fitted concentration of half-maximal effect; % is set by controls: 0 for no effect and ±100 for the full control effect; nearly all actives have a fitted effect of over 60% in size
#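 KB-V1 MDR subline cells in DMEM (phenol-red free, 10% FBS) exposed to compounds in qHTS concentration series for 72 h at 37 degrees C. Viability read by CellTiter-Glo luminescence; concentration-effect curves fitted after normalization and correction.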
# DRD3 antagonist: blocks the human D3 dopamine receptor | P35462 | D3R cells, DiscoveRx beta-arrestin luminescence, antagonist mode; active compounds read low | max response, negative = inhibition, % | 360,000 tested, 2.5% active | AID 652054; in the data active = max response below about -50%; inconclusive = no clear call, values can overlap the other calls; note: % is set by controls: 0 for no effect and ±100 for the full control effect; mostly tested at two doses, the higher about 12 µM
#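 Cells expressing the human receptor were seeded at 1500 cells/well, incubated overnight at 37 degrees C in 5% CO2, then exposed to library compounds with dopamine controls for 90 minutes at 37 degrees C before luminescent detection.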
# GLP-1R inv ag: acts as inverse agonist at human GLP-1 receptor; P43220; HEK293 GLP-1R CRE-luciferase, luminescence, 24 h; GLP-1R form is constitutively active; Potency, µM (top dose mostly 38.3 µM), inactives show at the top dose activity change, negative = inhibition, actives largely listed as inhibitors; 410,000 tested, 1.6% active; note: potency is the fitted concentration of half-maximal effect; % is set by controls: 0 for no effect and ±100 for the full control effect; nearly all actives have a fitted effect of over 55% in size
#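 Assay principle: reduced luminescence from a cAMP-responsive reporter in HEK293 cells co-expressing a constitutively active GLP-1R. Conditions: 24 hr compound incubation, 37 deg C, 5% CO2.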
# * marks the source's active call; other numbers are inactive results; i = inactive; u = inconclusive; x = not tested or not shown; [ ] = dose if it differs, or a comment. Unless noted, calls come from the whole dose curve; as a rule, active = well fitted curve in the direction sought with a large enough effect; inconclusive = small, poorly fitted or top-dose-only effect, or another doubt; inactive = no such curve, though single readings can be large; an effect the other way counts as inactive or inconclusive. Only part of the results is shown. The share of hits here may be higher or lower than overall.
# Values run as follows: PTHR1 ag | KB-V1 cytotox | GLP-1R inv ag | GLP1R ag | DRD3 antagonist | aSyn rescue | GLP1R cytotox | TDP43 rescue | DRD3 agonist
[1] O=C(COc1cccnc1[N+](=O)[O-])Nc1ccc(N2CCOCC2)cc1
 : i | -14% | 38%[activator] | 6% | -19 | -3% | 11% | -5% | -8
[2] CCOc1ccccc1C(=O)Nc1cc2c(cc1N1CCOCC1)n(C)c(=O)n2C
 : i | -6% | 12% | x | x | x | -6% | -25% | -9
[3] CCn1c(=O)c2sccc2n2c(CCCC(=O)Nc3ccc(C)cc3)nnc12
 : -8% | x | 6% | x | x | x | -5% | 24% | 2
[4] COc1ccccc1CNC(=O)C(c1ccccc1)c1ccccc1
 : -4% | -17% | -25% | 11% | -20 | -2% | 7% | -21%[1.82 µM] | 4
[5] N#Cc1c(C(F)(F)F)cc(-c2cccs2)nc1SCC(=O)Nc1ccc(F)cc1
 : i | -8% | 10% | x | x | x | -9% | 0% | 0
[6] COc1cccc(CN2CCNC(=O)C2CC(=O)NC2CCCCC2)c1OC (stereo unspecified)
 : -20% | -20% | 0% | -2% | 14 | 7% | u | -9% | -9
[7] CCOc1ccc(C(=O)OCC(=O)NCC2CCCO2)cc1 (stereo unspecified)
 : i | 3% | 9% | 1% | -4 | 7%[1.84 µM] | -11% | 3% | 1
[8] CC(C(=O)NC1CCCC1)N(C(=O)c1snc(C(N)=O)c1N)c1ccc2c(c1)OCCO2 (stereo unspecified)
 : -4%[57.5 µM] | 16µM* | 5% | -3% | -17 | 1% | 12% | -7% | 8
[9] COc1cc(OC)cc(C(=O)N2CCN(C(=O)c3cccc(F)c3)CC2)c1
 : i | 3% | 6% | 3% | 15 | 1% | 19% | -2% | -2
[10] CSCCC(NC(=O)OCc1ccccc1)C(=O)NCc1cccnc1 (stereo unspecified)
 : i | 1% | 4% | 1% | 16 | -1% | -1% | 17% | 5
[11] COc1ccc(NC(=O)O/N=C/c2ccc(N(C)C)cc2)cc1
 : -14% | -36% | -6% | 23% | -8 | -21% | u | u | 13
[12] CCNC(=O)COc1ccc(S(=O)(=O)Nc2ccccc2)cc1
 : -13%[57.5 µM] | u | 0% | -11% | 5 | -3% | 7% | -16% | 9
[13] O=S(=O)(c1cccc2cccnc12)N1CCOCC1
 : i | -5% | 0% | -12% | 13 | 8% | -35% | 8% | 18
[14] COC(=O)C1=C(NC(=O)c2ccc(C)c(C)c2)CCS1
 : -9%[57.5 µM] | u | 0% | 5% | -2 | 3% | 23% | -7% | 2
[15] Cc1cccc(NC(=O)Cn2cc(C=O)c3ccccc32)c1
 : -31%[inhibitor] | -24% | -11% | 5% | 2 | -8% | 1% | -2% | 8
[16] Cc1ccc(C)c(NC2=NS(=O)(=O)c3ccccc32)c1
 : i | u | 0% | 0% | -2 | -4% | 32%[activator] | 0% | -6
[17] O=C(N1CCCC1)C12CC3CCC(CC(C3)C1)C2
 : i | 1% | u | 13% | 13 | 7% | -4% | 20% | 2
[18] O=C(NN1C(=O)c2ccccc2C1=O)C1CCCCC1
 : i | u | 8% | 3% | 17 | u | -7% | 5% | -1
[19] COc1ccc(-c2nn(CCC(=O)O)cc2CCC(=O)O)cc1
 : -2%[57.5 µM] | -3% | 0% | -13% | 19 | -14% | 4% | -7% | 0
[20] CC(/C=C/c1ccccc1)=N\Nc1nc2c(c(=O)[nH]c(=O)n2C)n1CCO
 : i | -4% | 10% | 7% | -12 | -6% | 2% | 0% | 6
[21] Clc1ccc2nc(CSCc3ccccc3)cn2c1
 : -22% | 6% | u | 15% | 1 | -9% | -1% | -4%[9.22 µM] | 4
[22] CCOc1ccc(N(C)C(CNS(=O)(=O)c2ccccc2)c2ccccc2)cc1 (stereo unspecified)
 : -23% | u | u | x | x | x | 1% | 0% | 1
[23] CC(CCc1ccccc1)NC(=O)c1ccccc1Cl (stereo unspecified)
 : -24% | u | u | 0% | 3 | 9% | 14% | 23% | 4
[24] O=C(NCCCCc1ccccc1)Nc1ccc(F)cc1F
 : -42%[inhibitor] | 5% | -2% | 1% | -9 | -1% | 4% | 0% | -7
[25] C=CCNC(=O)C(C)N1C(=O)c2ccccc2C1=O (stereo unspecified)
 : i | -10% | -5% | 7% | 24 | 11% | 3% | 0% | 3
[26] CCc1ccc2oc(C(=O)Nc3cccnc3)c(C)c2c1
 : -46%[inhibitor] | u | u | 1% | -13 | -2% | -12% | -9% | -19
[27] Nc1cccc2cc(S(=O)(=O)O)ccc12
 : i | 10% | -5% | 3% | -7 | 0% | -10% | -17% | 4
[28] CCOC(=O)c1c(C)n(C)c2ccc(OC(C)=O)cc12
 : i | 7% | 56%[activator] | 1% | 9 | -13% | -10% | 3% | -18
[29] CCOc1ccc(C(=O)c2oc3ccccc3c2NC(=O)c2cc(-c3ccccc3)on2)cc1
 : -18% | 25% | 11% | x | x | x | 5% | 13% | -9
[30] CCOc1ccc(/C=C/C(=O)NCc2ccccc2)cc1
 : -20% | -39% | -7% | -1% | -2 | -3% | -22% | 23% | -7

# Continued; the last six above are carried over.
# Values run as follows: PTHR1 ag | KB-V1 cytotox | GLP-1R inv ag | GLP1R ag | DRD3 antagonist | aSyn rescue | GLP1R cytotox | TDP43 rescue | DRD3 agonist
[25] C=CCNC(=O)C(C)N1C(=O)c2ccccc2C1=O (stereo unspecified)
 : i | -10% | -5% | 7% | 24 | 11% | 3% | 0% | 3
[26] CCc1ccc2oc(C(=O)Nc3cccnc3)c(C)c2c1
 : -46%[inhibitor] | u | u | 1% | -13 | -2% | -12% | -9% | -19
[27] Nc1cccc2cc(S(=O)(=O)O)ccc12
 : i | 10% | -5% | 3% | -7 | 0% | -10% | -17% | 4
[28] CCOC(=O)c1c(C)n(C)c2ccc(OC(C)=O)cc12
 : i | 7% | 56%[activator] | 1% | 9 | -13% | -10% | 3% | -18
[29] CCOc1ccc(C(=O)c2oc3ccccc3c2NC(=O)c2cc(-c3ccccc3)on2)cc1
 : -18% | 25% | 11% | x | x | x | 5% | 13% | -9
[30] CCOc1ccc(/C=C/C(=O)NCc2ccccc2)cc1
 : -20% | -39% | -7% | -1% | -2 | -3% | -22% | 23% | -7
[31] CN(Cc1ccccc1)c1ccc(-c2nc(-c3ccccn3)no2)cc1[N+](=O)[O-]
 : -25% | u | 1% | x | x | x | 7% | 8% | 34*
[32] Cc1ccc(C(=O)CC(C(=O)O)c2cn(CCC#N)c3ccccc23)cc1 (stereo unspecified)
 : i | 0% | 8% | 2% | 5 | 5% | -22% | 20% | 2
[33] Cc1cc(-c2cc(-c3ccc(Cl)cc3)nc(N)c2C#N)co1
 : i | -4% | u | -9% | 1 | -55%[inhibitor] | 10% | 16% | -2
[34] S=c1[nH]nc(-c2cc(-c3ccccn3)nc3ccccc23)o1
 : -9% | u | 19% | -3% | 2 | 14% | -16% | 3.2µM* | -6
[35] c1ccc(Sc2ncnc3c2oc2ccccc23)nc1
 : -14% | -13% | -26% | 5% | 21 | 8% | -19% | u | 4
[36] O=[N+]([O-])c1ccc(Oc2cccc3cccnc23)c([N+](=O)[O-])c1
 : -15% | 21µM* | -26% | 0% | -17 | 10% | -14% | 15% | -12
[37] CCCN(CCC)c1nn2c(=O)c(C(=O)NCc3cccc(OC)c3)cnc2s1
 : i | x | -1% | x | x | x | 3% | 29% | -10
[38] COc1ccc(C(CCc2cc(OC)c(OC)c(OC)c2)NC(C)=O)cc1 (stereo unspecified)
 : i | 0% | 9% | 10% | 6 | 0% | -3% | -11% | 2
[39] CCN(Cc1ccccc1)C(c1cc2cc(C)ccc2[nH]c1=O)c1nnnn1CCOC (stereo unspecified)
 : i | 16µM* | u | 2% | -5 | 7% | -6% | 21% | -4
[40] COC(=O)[C@@H](NC(=O)NCc1ccco1)C(C)C
 : i | 24% | -3% | -15% | -2 | 5% | 3% | -19% | 14
[41] O=C(C[n+]1cc[nH]c1)c1ccc(Cl)cc1
 : -16% | -14% | 8% | -2% | -23 | -6% | 4% | -23% | -10
[42] O=C(CCN1CCN(c2ccc(F)cc2)CC1)Nc1ccccc1F
 : -6% | -8% | 1% | 26% | -5 | -11% | 3% | 2% | -4
[43] CCc1cccc(NC(=O)C2CCCN2S(=O)(=O)c2ccc3c(c2)CC(C)N3C(C)=O)c1 (stereo unspecified)
 : -53%[inhibitor] | -6% | 1% | 6% | 11 | 0% | -9% | 12% | 0
[44] CCN1C(=O)[C@H]2[C@@H](c3ccc(C(F)(F)F)cc3)N[C@]3(CCCN(Cc4ccc(Br)cc4)C3=O)[C@H]2C1=O
 : -25% | -9% | 13µM* | 2% | 2 | 0% | -6% | u | 6
[45] CCOC(=O)c1c(/N=C/C2=C(O)CC(C)(C)CC2=O)sc2c1CCCC2
 : i | 6% | 13% | 4% | 0 | 0% | -7% | u | 8
[46] Cc1ccc(C)c(NC(=S)N2CCC(C(=O)c3ccc(F)cc3)CC2)c1
 : i | 29% | u | -3% | -4 | 8% | -2% | u | 1
[47] O=C1Nc2ccc(S(=O)(=O)NCC3CCCO3)c3cccc1c23 (stereo unspecified)
 : -18% | 3% | 17% | 9% | 0 | 2% | 201%[activator] | -3% | 1
[48] Cc1noc(C)c1C(=O)Nc1ccccn1
 : -7%[57.5 µM] | 0% | 0% | -1% | 8 | -14% | 2% | 23% | 31*
[49] O=C(CC[C@H]1O[C@@H](n2ccc(=O)[nH]c2=O)[C@H](O)[C@@H]1O)N[C@H](Cc1ccccc1)C(=O)NCC1CCCCC1
 : -9% | -6% | 24% | -3% | 4 | 7% | 0% | 15% | 4

# Screening results (PubChem BioAssay)
